Compound activity: PubChem BioAssay, National Center for Advancing Translational Sciences (NCATS)
Nrf2 block: Nrf2 qHTS screen for inhibitors | A549 ARE-Fluc reporter, luciferase luminescence, 18-24 h | Potency, µM (highest dose often 46 µM), for the others: at the highest dose activity change, negative = inhibition, hits mostly inhibitors | 2.1% of 360,000 active; further: potency means the concentration at half of the fitted maximal effect; on the % scale 0 is the no-effect control and ±100 the full control effect; nearly all actives have a fitted effect of over 60% in size
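In this cell-based qHTS, ARE-driven firefly luciferase in A549 cells reports Nrf2 activity; the luminescent signal after BugLite lysis is the measured value, with a prior CellTiter-Fluor read for cell health.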
ATXN2 expr inh: Primary qHTS for Inhibitors of ATXN expression. HEK-293 ATXN2-luciferase reporter, luminescence, 24 h. Potency, µM (series often up to 57 µM), inactives show top-dose activity change, negative = inhibition, hits mostly inhibitors. 0.72% of 360,000 active; further: potency means the concentration at half of the fitted maximal effect; on the % scale 0 is the no-effect control and ±100 the full control effect; nearly all actives have a fitted effect of over 55% in size
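ATXN2-luciferase reporter cells (luciferase flanked by upstream and downstream ATXN2 gene portions) were treated 24 h at 37 °C with compounds at up to 57 uM. SteadyGlo luminescence gave expression; GF-AFC fluorescence gave viability.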
IL-2 act: qHTS of IL-2 Activators | IL-2 activation reporter assay, cell-based qHTS; stimulated with anti-CD3/CD4/CD28 beads; in transgenic mouse T cells | activation, % (series mostly up to about 46 µM) | 0.065% of 360,000 active; in the data active means activation above about 50%; inconclusive means mostly about 30% to 49%; further: 0% is about no effect
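Readout is EGFP and DsRed signal by fluorescent plate cytometry after 18 h at 37 degrees C. Transgenic mouse T cells (750/well) received compound for 60 min before bead stimulation (anti-CD3, anti-CD4, anti-CD28); memory T cells served as non-tolerant control.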
Nrf2 activator: qHTS of Nrf2 Activators | AREc32 ARE-luciferase reporter (MCF7-derived line), luminescence, 24 h | Potency, µM (doses to about 46.1 µM), for inactives: at the top dose activation, actives largely listed as activators | 0.31% of 410,000 active | AID 624171, 2012; further: potency means the concentration at half of the fitted maximal effect; % of control where 0% means no effect; nearly all actives have a fitted effect of over 65% in size
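AREc32 cells carrying an ARE-driven firefly luciferase reporter were seeded at 1000 cells/well in OPTI-MEM with 5% FBS, then exposed to compound for 24 hr at 37 deg C. Luminescence was read with Steady-Glo after 30 min at RT.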
A549 viability: Nrf2 qHTS screen for inhibitors: counterscreen for cytotoxicity | A549 ARE-Fluc cells, CellTiter-Fluor viability, 18-24 h | Potency, µM (doses to about 46 µM), inactives show at the top dose activity change, negative = cytotoxicity, usual class: inhibitors | 0.16% of 390,000 active; further: potency means the concentration at half of the fitted maximal effect; on the % scale 0 is the no-effect control and ±100 the full control effect
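A549 ARE_Fluc cells in 5% FBS OPTI-MEM were exposed to compounds in concentration-response for 18-24 h at 37 deg C. Viability was read by CellTiter-Fluor fluorescence (Ex 405/Em 525) after 30 min, before the luciferase read.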
HepG2 viability: qHTS for Inhibitors of TGF-b: Cytotox Counterscreen. AID 588856, 2011. HepG2 CAGA-GFP viability, ATP luminescence, 18 h. 0.76% of 410,000 active. Potency, µM (doses to about 46.1 µM), without a hit: at the top dose activity change, negative = cytotoxicity, most hits filed as cytotoxic; further: potency means the concentration at half of the fitted maximal effect; some results filed as inactive show a strong effect at the top dose
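HepG2 CAGA-GFP cells (1000/well, DMEM with 1% FBS) received compound, then TGF-beta at 500 pg/mL final, and were incubated 18 hours at 37 degrees C. Viability was read by CellTiter-Glo luminescence. Media-only wells were set as complete cell-killing and DMSO as no toxicity.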
S2 tox: Viability Counterscreen for Primary qHTS for Inhibitors of ATXN expression. S2 cells (HEK-293 line with an ATXN2-luciferase reporter) viability, CellTiter-Fluor protease fluorescence, 24 h. Potency, µM (doses to about 56.7 µM), hits mostly cytotoxic. 0.49% of 400,000 active. AID 651635, 2014; further: potency means the concentration at half of the fitted maximal effect; nearly all actives have a fitted effect of over 40% in size
EPAC2 ag: qHTS for Agonist of cAMP-regulated guanine nucleotide exchange factor 4 (EPAC2): primary screen | EPAC2 activation, biochemical qHTS; response scale: 100% = 6.5 mM cAMP response | Potency, µM (highest dose often 154 µM), inactives show at the top dose activation, usual class: activators | 0.079% of 360,000 active; further: potency means the concentration at half of the fitted maximal effect; nearly all actives have a fitted effect of over 50% in size
Target sequence (Q8WZA2 whole entry, looked up): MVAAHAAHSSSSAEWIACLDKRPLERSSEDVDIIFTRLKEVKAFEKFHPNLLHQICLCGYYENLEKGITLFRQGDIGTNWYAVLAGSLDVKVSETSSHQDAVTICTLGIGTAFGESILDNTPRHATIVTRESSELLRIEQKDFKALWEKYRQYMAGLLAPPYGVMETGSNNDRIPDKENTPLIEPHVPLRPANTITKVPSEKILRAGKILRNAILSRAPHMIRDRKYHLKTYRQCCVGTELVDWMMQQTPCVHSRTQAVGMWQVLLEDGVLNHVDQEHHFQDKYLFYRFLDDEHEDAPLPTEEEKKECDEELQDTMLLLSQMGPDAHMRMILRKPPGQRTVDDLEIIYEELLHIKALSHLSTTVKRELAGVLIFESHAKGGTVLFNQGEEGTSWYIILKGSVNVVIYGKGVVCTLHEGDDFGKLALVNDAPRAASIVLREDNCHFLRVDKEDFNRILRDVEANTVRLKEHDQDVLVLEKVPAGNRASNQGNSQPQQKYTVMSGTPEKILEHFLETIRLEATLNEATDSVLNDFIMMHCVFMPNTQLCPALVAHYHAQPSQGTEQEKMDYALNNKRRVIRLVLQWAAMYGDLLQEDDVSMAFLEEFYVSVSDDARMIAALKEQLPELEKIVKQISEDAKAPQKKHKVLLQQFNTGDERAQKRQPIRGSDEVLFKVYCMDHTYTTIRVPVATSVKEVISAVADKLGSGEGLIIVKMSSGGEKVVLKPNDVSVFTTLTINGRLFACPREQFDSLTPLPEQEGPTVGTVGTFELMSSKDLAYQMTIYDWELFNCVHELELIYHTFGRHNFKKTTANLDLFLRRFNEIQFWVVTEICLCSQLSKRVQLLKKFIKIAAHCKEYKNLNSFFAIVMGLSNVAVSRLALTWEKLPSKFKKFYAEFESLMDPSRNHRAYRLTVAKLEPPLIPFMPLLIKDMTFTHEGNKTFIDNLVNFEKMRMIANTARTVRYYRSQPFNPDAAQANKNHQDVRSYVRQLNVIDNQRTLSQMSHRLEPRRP
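Guanine nucleotide exchange by EPAC2 is measured as reduced fluorescence of BODIPY-GDP once it is released from 250 nM Rap1B. Plates are read kinetically for 30 min at room temperature; results are scaled to 6.5 mM cAMP.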
TGFb inhibitor: qHTS for Inhibitors of TGF-b | AID 588855, 2011 | 1.2% of 410,000 active | HepG2 CAGA-GFP TGF-b/SMAD3 reporter, GFP fluorescence, 18 h; TGF-beta stimulated, 500 pg/mL final | Potency, µM (doses to about 46.1 µM), for the others: at the highest dose activity, negative = inhibition, usual class: inhibitors; further: potency means the concentration at half of the fitted maximal effect; on the % scale 0 is the no-effect control and ±100 the full control effect; nearly all actives have a fitted effect of over 65% in size
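Cell-based qHTS in HEPG2 carrying a CAGA-GFP Smad reporter; compounds added before 500 pg/mL final TGF-beta, 18 h incubation at 37 degrees C, GFP fluorescence quantified per cell by imaging cytometry.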
An asterisk follows results filed as active; i = inactive; ? = inconclusive; · = not tested or not shown; [ ] = dose if it differs, or a comment. Unless noted, the call rests on the fitted dose curve; in most records, active means well fitted curve in the direction sought with a large enough effect; inconclusive means small, poorly fitted or top-dose-only effect, or another doubt; inactive means no such curve, though single readings can be large; an effect the other way counts as inactive or inconclusive. No enrichment for hits; overall some 4.3% were active at least once.

SMILES | Nrf2 block | ATXN2 expr inh | IL-2 act | Nrf2 activator | A549 viability | HepG2 viability | S2 tox | EPAC2 ag | TGFb inhibitor
CN(CC(=O)OCC(=O)c1c(N)n(C)c(=O)n(C)c1=O)S(=O)(=O)c1ccc(Cl)cc1 | -1.1% | 7.6% | -4.1 | -0.6% | -3.0% | -6.6% | i | 6.2% | -11.7%
CCC(c1nnnn1C1CCCC1)N1CCN(Cc2ccccc2)CC1 (stereo not drawn) | 4.2% | -2.4% | -0.1 | -0.2% | -3.9% | -9.0% | i | -0.9% | -2.5%
CN(c1ccccc1C(=O)Nc1cccc(C(F)(F)F)c1)S(C)(=O)=O | 8.0% | -9.1% | -1.2 | 1.4% | 5.1% | 1.1% | i | -6.3% | 3.1%
COc1ccc(/C(O)=C2/C(=O)C(=O)N(CCCN3CCOCC3)C2c2ccc(OC)cc2)cc1 (stereo not drawn) | 0.4% | -0.9% | -0.3 | -0.5% | -1.6% | -0.6% | ? | 4.9% | 21.7%
CC1CCN(c2ccc(-c3cccc(NC(=O)c4ccco4)c3)nn2)CC1 | ? | 7.6% | 2.1 | 0.2% | -24.3% | -8.4% | i | -1.6% | 16.4%
CC(=O)c1ccc(NS(=O)(=O)c2cccc(C)c2)cc1 | · | 111.8%[activator] | -2.5 | 3.4% | 12.5% | 7.4% | i | 2.2% | 0.1%
[O-]/[N+](=C\C=C\c1ccccc1)c1ccccc1 | ? | · | -3.3 | 0.1% | 4.2% | -3.0% | i | 2.8% | -5.3%
COc1ccccc1N1CCN(C(=O)C2C3C=CC4(CN(Cc5ccccc5Cl)C(=O)C24)O3)CC1 (stereo not drawn) | -3.5% | 2.3% | 0.0 | -0.3% | -1.5% | 0.7% | ? | 1.8% | 3.1%
COc1ccc(N2CC(C(=O)Nc3c4c(nn3-c3ccccc3)CS(=O)(=O)C4)CC2=O)cc1 (stereo not drawn) | -7.9% | -5.9% | 0.9 | -0.4% | 7.7% | 4.9% | i | 3.8% | 16.4%
Cc1ccc([C@@H]2CC(=O)[C@@H]3CN(S(=O)(=O)c4ccc(C)cc4)[C@H](c4ccccc4F)C[C@@H]3N2S(=O)(=O)c2ccc(C)cc2)cc1 | · | -5.1% | 0.3 | 0.2% | · | -23.3% | i | 8.7% | -18.6%
COc1ccc2c(C)nc(Nc3nc(C)c(C)c(=O)[nH]3)nc2c1 | ? | 111.5%[activator] | -1.0 | 13.3% | · | -11.7% | i | -3.4% | 0.0%
O=C(CSc1nc2c(c(=O)[nH]1)CN(Cc1ccc3c(c1)OCO3)CC2)Nc1cccc(Cl)c1 | 1.3% | -2.7% | · | 3.9% | -0.9% | -52.1% | ? | · | ?
Cc1ccc(NC(=O)C2CCCN(S(=O)(=O)c3cccs3)C2)c(C)c1 (stereo not drawn) | · | · | · | 2.4% | 11.5% | 1.5% | · | · | 0.0%
COc1ccc2c(CNCCc3cccs3)c(C(=O)O)n(Cc3ccccc3)c2c1 | 16.3% | -1.9% | · | 6.3% | -12.4% | -15.0% | ? | · | -26.9%
O=c1ccc(-c2ccc(S(=O)(=O)Nc3cccc(Br)c3)o2)n[nH]1 | -8.4% | -3.1% | -3.4 | 1.7% | -3.0% | 16.2% | i | 8.1% | 1.3%
Cc1ccc(C)c(C(=O)COc2ncnc3ccccc23)c1 | 9.4% | 8.1% | -1.0 | ? | -5.6% | -24.7% | i | 6.5% | -16.9%
CC(C)Cc1nnc(NC(=O)CCC(=O)NC2CCCCC2)s1 | -7.1% | 0.3% | -0.9 | -0.1% | -1.0% | 5.5% | i | 5.1% | -1.0%
Cc1csc(/C(=N\O)c2csc(C)n2)n1 | -9.7% | -2.2% | 0.0 | -0.3% | 0.3% | -8.5% | i | 0.8% | 0.9%
CCOc1ccc(S(=O)(=O)N2CCN(c3ccccc3OC)CC2)c2cccnc12 | ? | 1.0% | -0.5 | 0.1% | -2.9% | 1.6% | i | 3.8% | -10.2%
CC(C)c1ccc(NC(=O)C2CC(=O)N=C(N)S2)cc1 (stereo not drawn) | -5.0% | 1.8% | -1.9 | -0.7% | -2.0% | -33.4% | i | -2.8% | -18.5%
CC1(C)CC(=O)C2=C(C1)Nc1cc(C(=O)c3ccccc3)ccc1NC2c1ccccn1 (stereo not drawn) | 10.4% | 9.8% | -0.5 | 5.2% | 1.8% | -37.9% | i | -2.0% | -7.5%
Cc1ccc(-c2csc3nc(CSc4nnc(-c5ccc(Cl)cc5)n4C)[nH]c(=O)c23)cc1 | 6.5% | 1.5% | ? | -1.0% | 9.2% | -7.3% | i | -2.8% | 1.7%
Cc1nn(C)c(C(=O)Nc2ccc(Cl)c([N+](=O)[O-])c2)c1Cl | -1.7% | 2.2% | -0.5 | 0.6% | -3.2% | 7.4% | i | -4.3% | 4.4%
COCc1cc(C)nc2sc(C(=O)Nc3cccc(OC)c3)c(N)c12 | 20.7% | 77.9%[activator] | -0.4 | 9.4% | 0.6% | -5.9% | · | 18.5% | 13.3%
CCN1CCN(S(=O)(=O)c2ccc3[nH]c(=O)oc3c2)CC1 | -2.7% | -2.4% | -2.0 | -1.1% | -1.7% | -10.3% | i | 10.5% | 6.0%
CCNC(=O)C1CCCN(C(=O)c2ccccc2)CC1 (stereo not drawn) | · | 2.5% | -0.5 | 0.0% | · | 3.0% | i | 7.2% | 16.4%
N#Cc1nc(COc2cccc(Cl)c2)oc1NCc1ccco1 | 11.4% | 14.7% | -2.8 | 9.2% | 9.0% | -45.9% | i | 26.5% | 4.2%
CCO/C=C/C(=O)N(C)CCC#N | · | 1.7% | 2.1 | 0.4% | 12.0% | 8.8% | i | -6.8% | 2.0%
CCN(CC)c1ccc(CNc2nc3ccccc3n2CCN2CCCCC2)cc1 | ? | ? | -4.0 | 0.1%[9.22 µM] | ? | -15.4% | ? | 5.1% | ?
CC(C)c1noc(-c2ccccc2OCC(=O)Nc2cccc([N+](=O)[O-])c2)n1 | ? | -2.1% | · | 2.7% | -10.5% | 4.7% | i | · | -11.2%

Retrieved by structure from the entries so far, 3 records:
SMILES | Nrf2 block | ATXN2 expr inh | IL-2 act | Nrf2 activator | A549 viability | HepG2 viability | S2 tox | EPAC2 ag | TGFb inhibitor
Cc1ccc(C)c(C(=O)COc2ncnc3ccccc23)c1 | 9.4% | 8.1% | -1.0 | ? | -5.6% | -24.7% | i | 6.5% | -16.9%
CC(C)Cc1nnc(NC(=O)CCC(=O)NC2CCCCC2)s1 | -7.1% | 0.3% | -0.9 | -0.1% | -1.0% | 5.5% | i | 5.1% | -1.0%
CCN(CC)c1ccc(CNc2nc3ccccc3n2CCN2CCCCC2)cc1 | ? | ? | -4.0 | 0.1%[9.22 µM] | ? | -15.4% | ? | 5.1% | ?

The results go on.
SMILES | Nrf2 block | ATXN2 expr inh | IL-2 act | Nrf2 activator | A549 viability | HepG2 viability | S2 tox | EPAC2 ag | TGFb inhibitor
Cc1ccc(S(=O)(=O)Cc2cc(F)c([N+](=O)[O-])cc2[N+](=O)[O-])cc1 | -9.7% | ? | -5.4 | -1.7% | ? | -101.2% | ? | -0.2% | ?
CCCCn1nc(C(=O)Nc2c(C)n(C)n(-c3ccccc3)c2=O)c2ccccc2c1=O | ? | -5.3% | 0.3 | -0.6% | -6.9% | 0.4% | i | 2.9% | -4.7%
O=C(O)/C=C/c1cn(-c2ccccc2)nc1-c1ccc(-c2ccc([N+](=O)[O-])cc2)o1 | -4.1% | -14.7% | 3.8 | 2.2% | -3.0% | -0.1% | i | -1.0% | -21.1%
O=C(COC(=O)c1cccnc1Cl)c1ccc(Cl)cc1Cl | 2.0% | 1.9% | -0.6 | -0.6% | -3.3% | 7.2% | i | 1.8% | 1.6%
Cc1oc(-c2ccccc2F)nc1CN1CCC(C(=O)NC2CCCCCCC2)CC1 | -4.2% | -5.0% | 0.7 | 0.3% | 3.0% | -2.1% | i | 7.8% | ?
CC(=O)c1ccc(N2CCN(C(=O)[C@H](C)NC(=O)c3ccccc3Cl)CC2)cc1 | ? | 36.5% | -0.1 | 2.3% | -0.2% | -0.3% | i | 1.5% | 1.1%
CCOc1ccc(C2C=C(c3ccc(F)cc3)Nc3ncnn32)cc1 (stereo not drawn) | 17.4% | 50.6%[activator] | -0.6 | 5.2% | -3.9% | -8.4% | i | -2.2% | 13.3%
CS(=O)(=O)N(CC(=O)NCC1CCCO1)c1cc(Cl)ccc1Cl (stereo not drawn) | -18.5% | 0.4% | 0.1 | -0.8% | -11.3% | -4.4% | i | -19.5% | 9.9%
CSc1ncnc2c1ncn2CCCNCC1CCCO1 (stereo not drawn) | · | -13.1% | -3.1 | -0.2% | · | -9.3% | i | -1.0% | 0.3%
Cc1ccccc1C(=O)N1CCC(C(=O)Nc2ccc(C(C)C)cc2)CC1 | ? | -18.9% | -2.9 | 0.3% | -1.3% | -25.8% | i | 1.5% | -14.1%
CN(C(=O)CSc1nnc(Cc2ccccc2F)n1N)C1CCS(=O)(=O)C1 (stereo not drawn) | -9.7% | 1.0% | -0.9 | 0.0% | -6.6% | -35.4% | i | 0.5% | -2.0%
O=C(CC1N=C2c3ccccc3N=C(SCc3ccc(Cl)cc3)N2C1=O)NC1CCCCC1 (stereo not drawn) | · | · | · | 0.8% | 2.3% | -14.4% | · | · | -18.0%
